FXIa single inh – inhibitors of human coagulation factor XIa. 0.3% of 33,000 active. purified human FXIa, fluorogenic AMC substrate cleavage. P03951. inhibition, % at 10 µM;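 active means inhibition above 40% in the primary screen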;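 further: 0% = enzyme without compound and 100% = blank wells lacking enzyme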
Target sequence (P03951 19-387 limits assumed): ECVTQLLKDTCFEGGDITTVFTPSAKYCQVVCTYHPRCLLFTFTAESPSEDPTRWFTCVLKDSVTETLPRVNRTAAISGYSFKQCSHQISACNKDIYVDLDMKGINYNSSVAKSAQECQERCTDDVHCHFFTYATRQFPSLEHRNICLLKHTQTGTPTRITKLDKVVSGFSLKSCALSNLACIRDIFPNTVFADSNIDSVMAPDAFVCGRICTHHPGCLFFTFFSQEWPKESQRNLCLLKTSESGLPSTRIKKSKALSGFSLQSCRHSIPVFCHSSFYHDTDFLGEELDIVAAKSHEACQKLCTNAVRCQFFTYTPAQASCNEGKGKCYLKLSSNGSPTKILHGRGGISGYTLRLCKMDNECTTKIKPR
Target sequence (P03951 388-625 limits assumed): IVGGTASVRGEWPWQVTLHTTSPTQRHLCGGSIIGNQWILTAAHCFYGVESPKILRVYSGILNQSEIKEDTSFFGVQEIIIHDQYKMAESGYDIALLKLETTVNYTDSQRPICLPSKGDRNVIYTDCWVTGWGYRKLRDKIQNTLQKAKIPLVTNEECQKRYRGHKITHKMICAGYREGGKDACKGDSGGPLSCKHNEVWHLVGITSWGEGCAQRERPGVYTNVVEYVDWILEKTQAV
FXIIa inh – blocks human coagulation factor XIIa activity; P00748; purified human FXIIa, AMC substrate fluorescence, 2 h; inhibition, % at 10 µM; 0.2% of 33,000 active; AID 701; in the data active means inhibition above about 30%;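 further: 0% = enzyme with vehicle only and 100% = no enzyme blank; many of its hits are not listed in these tables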
* marks the source's active call; other numbers are inactive results.

SMILES	FXIa single inh	FXIIa inh
Fc1ccc(-c2csc3[n+]2CCS3)cc1	4	4
O=C(CSCc1cccc(CSCC(=O)Nc2ccc3ccccc3c2)n1)Nc1ccc2ccccc2c1	28	-20
Cc1c(Cl)cccc1NC(=O)CSc1nc2c(c(=O)[nH]1)CCCC2	9	3
c1ccc(-c2nnc(SCc3nc4ccccc4[nH]3)n2Cc2ccco2)nc1	1	5
COc1ccc(S(=O)(=O)NCc2ccc(C)cc2)cc1	-12	1
Cc1oc(-c2ccccc2)cc1C(=O)Nc1cccc2ccccc12	3	6
Cc1ccc(NCc2nnc3n2CCCCC3)cc1	-2	9
CCOC(=O)C1CCN(C(=O)CNS(=O)(=O)c2cccs2)CC1	-5	4
CC(OC(=O)Cc1coc2cc3c(cc12)CCC3)C(=O)NCc1ccc2c(c1)OCO2 (configuration not stated)	-5	4
CCn1c(SCC(=O)Nc2cccc(OC)c2)nnc1-c1ccc(Cl)cc1	3	2
O=[N+]([O-])c1cc(S(=O)(=O)C(F)(F)F)ccc1Sc1nc2ccccc2[nH]1	9	12
CSc1ccccc1-n1nnnc1SCC(=O)Nc1cc(C)ccc1C	-4	4
Cc1ccc(-n2nnnc2SCC(=O)Nc2ccc3c(c2)COC3=O)cc1C	0	6
CC(=O)Nc1ccc(NC(=O)COC(=O)c2ccc(C)s2)cc1	12	8
CCOC(=O)C1CCCN(C(=O)CC(C)c2ccccc2)C1 (configuration not stated)	6	8
COc1ccc(N=C2NC(=O)S/C2=C\c2ccc(N(C)C)cc2)cc1	-6	11
CCCC(C(=O)NC1CCCCC1)N(Cc1ccco1)C(=O)CNS(=O)(=O)c1ccccc1 (configuration not stated)	6	3
COc1ccc(S(=O)(=O)N(CCc2ccccc2)CC(=O)O)cc1Cl	-3	-3
CCOc1ccc(-c2nn[nH]n2)cc1OCC	2	5
Cc1ccccc1-n1c(=O)c(C#N)cc2c(=O)n3ccccc3nc21	-29	-51

20 entries from above, set out differently.
compound,FXIa single inh,FXIIa inh
Fc1ccc(-c2csc3[n+]2CCS3)cc1,4,4
O=C(CSCc1cccc(CSCC(=O)Nc2ccc3ccccc3c2)n1)Nc1ccc2ccccc2c1,28,-20
Cc1c(Cl)cccc1NC(=O)CSc1nc2c(c(=O)[nH]1)CCCC2,9,3
c1ccc(-c2nnc(SCc3nc4ccccc4[nH]3)n2Cc2ccco2)nc1,1,5
COc1ccc(S(=O)(=O)NCc2ccc(C)cc2)cc1,-12,1
Cc1oc(-c2ccccc2)cc1C(=O)Nc1cccc2ccccc12,3,6
Cc1ccc(NCc2nnc3n2CCCCC3)cc1,-2,9
CCOC(=O)C1CCN(C(=O)CNS(=O)(=O)c2cccs2)CC1,-5,4
CC(OC(=O)Cc1coc2cc3c(cc12)CCC3)C(=O)NCc1ccc2c(c1)OCO2 (configuration not stated),-5,4
CCn1c(SCC(=O)Nc2cccc(OC)c2)nnc1-c1ccc(Cl)cc1,3,2
O=[N+]([O-])c1cc(S(=O)(=O)C(F)(F)F)ccc1Sc1nc2ccccc2[nH]1,9,12
CSc1ccccc1-n1nnnc1SCC(=O)Nc1cc(C)ccc1C,-4,4
Cc1ccc(-n2nnnc2SCC(=O)Nc2ccc3c(c2)COC3=O)cc1C,0,6
CC(=O)Nc1ccc(NC(=O)COC(=O)c2ccc(C)s2)cc1,12,8
CCOC(=O)C1CCCN(C(=O)CC(C)c2ccccc2)C1 (configuration not stated),6,8
COc1ccc(N=C2NC(=O)S/C2=C\c2ccc(N(C)C)cc2)cc1,-6,11
CCCC(C(=O)NC1CCCCC1)N(Cc1ccco1)C(=O)CNS(=O)(=O)c1ccccc1 (configuration not stated),6,3
COc1ccc(S(=O)(=O)N(CCc2ccccc2)CC(=O)O)cc1Cl,-3,-3
CCOc1ccc(-c2nn[nH]n2)cc1OCC,2,5
Cc1ccccc1-n1c(=O)c(C#N)cc2c(=O)n3ccccc3nc21,-29,-51

(further entries)
SMILES	FXIa single inh	FXIIa inh
N#C/C(=C\C1CC2C=CC1C2)c1nc2ccccc2[nH]1 (configuration not stated)	16	2
Cc1cccc(OCCCC(=O)NC(C)c2ccccc2)c1 (configuration not stated)	1	0
O=C(CN1CCOCC1)Nc1ccccc1NC(=O)C1CCN(c2ncccn2)CC1	-5	14
CC(C)(C)S(=O)(=O)c1ccc(S(=O)(=O)C(C)(C)C)s1	5	1
CCOC(=O)Cn1c(=S)[nH]c2c(oc3ccc(Cl)cc32)c1=O	-3	1
Cn1ccs/c1=N\S(=O)(=O)c1ccc(Br)cc1	-15	-1
C=CCNC(=S)NNC(=O)C(CCC(C)C)CC(C)O (configuration not stated)	-8	4
CCCCCCN1C=CC(=C/C=C(\C#N)C(=O)OCC)C=C1	1	8
CC(=O)Nc1ccc(OCC(=O)c2ccc(C)cc2C)cc1	-9	7
c1nc(COc2nsnc2N2CCOCC2)cs1	4	1
CCOC(=O)/C(C#N)=C1/SC(C)C(=O)N1c1ccc(Br)cc1 (configuration not stated)	-15	-13
O=C(COc1ccc(Cl)cc1)Nc1ncccn1	-1	5
C/C(=N\NC(=O)c1ccccn1)C12CC3CC(CC(C3)C1)C2	3	9
CC(=O)c1cc2c(cc1NS(=O)(=O)c1ccc(C)cc1)OCO2	-1	0
O=C(CN1C2CCC1CC(NC(=O)Nc1ccccc1)C2)NCc1ccco1 (configuration not stated)	-1	8
COc1ccc(C(=O)NC2CCSC2=O)cc1 (configuration not stated)	-1	6
CCCCCCN1C2=NCCN2c2ccccc21	-10	10
CCOC(=O)c1sc(N)c(C(=O)OCC)c1COC(=O)C1CC(=O)N(Cc2ccco2)C1 (configuration not stated)	-2	6
CCCC1CCc2c(sc(N)c2C(N)=O)C1 (configuration not stated)	52*	7
c1ccc(Sc2cnc3ccccc3n2)cc1	5	6
CS(=O)(=O)N1CCC(C(=O)Nc2ccc3c(c2)OCO3)CC1	2	-6
CCOc1ccccc1NC(=O)CSc1nnc(-c2ccco2)n1Cc1ccco1	-1	8
CC(C)c1ccc(Oc2cccc(C(=O)/C(C#N)=C/N(C)C)c2)cc1	-2	1
COc1ccc(-c2cc3nc(C)c(CCC(=O)NC(C)CCc4ccco4)c(C)n3n2)c(OC)c1 (configuration not stated)	0	-2
CCc1ccc(N(CC(=O)NC)S(C)(=O)=O)cc1	1	8
COc1ccc(N=CC2=C(O)c3ccccc3C2=O)cc1	14	9
Cc1ccc(Cn2c(SCCN3CCOCC3)nc3c2c(=O)n(C)c(=O)n3C)cc1	-1	1
CC1CCN(C(=O)CCCOc2ccc(Cl)cc2)CC1	0	6
Cc1ccc(S(=O)(=O)N2CCN(C(=O)CN3C(=O)NC4(CCOc5ccccc54)C3=O)CC2)cc1 (configuration not stated)	5	2
COc1cccc(C(=O)Nc2nnc(C(C)C)s2)c1	-5	2
COc1ccc(C(CC(=O)O)NC(=O)c2ccco2)cc1OC (configuration not stated)	4	3
COc1cc(/C=C/c2cc(OC(C)=O)c3ccccc3n2)c(OC(C)=O)c([N+](=O)[O-])c1	2	-1
Cn1c(=O)c2cc(NCc3ccccc3)nnc2n(C)c1=O	-1	5
Cc1c(C(N)=O)sc2ncn(CC(=O)N3CCC(C)CC3)c(=O)c12	-2	-3
COc1cccc(C2c3c(oc4ccc(F)cc4c3=O)C(=O)N2CCN2CCOCC2)c1OC (configuration not stated)	-2	5
COc1ccc(C2CC(C(F)(F)F)n3ncc(C(=O)Nc4c(C)n(C)n(-c5ccccc5)c4=O)c3N2)cc1 (configuration not stated)	-12	7
CCc1ccccc1NC(=O)NC1CCCCC1	6	1
COc1ccc(C(=O)OCCN2CCOCC2)cc1	31	-18
CCNc1nc(NCC)nc(Oc2ccc(N)cc2)n1	6	9
COc1cccc(Nc2nc3ccccc3nc2NS(=O)(=O)c2cccs2)c1	-6	-1
Cc1cc2c(cc1C)CSC(c1ccccc1O)SC2	-8	7
O=[N+]([O-])c1cccc2cn[nH]c12	8	6
CCn1nc(C(=O)Nc2nc3ccc(C)cc3s2)c2ccccc2c1=O	-5	4
Cc1cccc(C(C)C)c1NC(=O)c1cccnc1	-10	11
CCN(CC(=O)Nc1cc(C)nn1-c1nc(C)cc(C)n1)Cc1ccccc1	-9	6
CC1CCc2nn(CC(=O)N3CCc4ccccc43)cc2C1 (configuration not stated)	3	0
Cc1cc(N2CCOCC2)c(F)cc1C(=O)c1ccccc1	0	0
CCOC(=O)C1=C(c2ccccc2)O/C(=C(/C#N)C(F)(F)F)S1	-7	10
COc1ccc(N(CC(=O)N2CCc3ccccc3C2)S(C)(=O)=O)cc1	9	3
O=Cc1ccccc1OCCOc1ccccc1C=O	2	3
COCc1[nH]nc2c1C(C1C=CCCC1)C(C#N)=C(N)O2 (configuration not stated)	5	-1
COc1ccc(-c2cc(C(=O)O)c3c(C)nn(-c4ccccn4)c3n2)cc1	-2	-2
C=CCn1c(SCC(=O)OCC)nc2cc(C(=O)NCc3ccco3)ccc2c1=O	-10	-1
CCOC(=O)c1oc2ccc(Br)cc2c1CSc1nnc(C)s1	-5	3
Cc1cc(C)n(-c2nc(Nc3ccccc3C)nc(-n3nc(C)cc3C)n2)n1	-1	-1
OC1(c2ccccc2F)CCN(Cc2nnnn2CCc2ccccc2)CC1	0	6
O=C(CSc1nnc(-c2cccnc2)n1-c1ccc(F)cc1)NCc1ccc2c(c1)OCO2	4	6
COC(=O)c1cccc(NC(=O)c2cnoc2C)c1	-2	2
C=CCN(c1ccc(C(=O)NC(C)C)cc1)S(C)(=O)=O	-1	12
Cc1cccc(NC(=O)C2CC(=O)N(c3ccccc3)C2)c1C (configuration not stated)	5	3

Ordered by number of heavy atoms (falling): part of the list above.
SMILES	FXIa single inh	FXIIa inh
O=C(CSc1nnc(-c2cccnc2)n1-c1ccc(F)cc1)NCc1ccc2c(c1)OCO2	4	6
C=CCn1c(SCC(=O)OCC)nc2cc(C(=O)NCc3ccco3)ccc2c1=O	-10	-1
Cc1cc(N2CCOCC2)c(F)cc1C(=O)c1ccccc1	0	0

(next part)
SMILES	FXIa single inh	FXIIa inh
O=C(c1cc2cc(Br)ccc2oc1=O)N1CCN(c2ccccn2)CC1	6	7
C=CCn1c(C)cc(C(=O)CSc2nc3ccccc3[nH]2)c1C	-3	5
CCc1cc(C(=O)NNC(=S)Nc2ccccc2C)cs1	-1	-16
Cc1cc(=O)oc(C)c1C(=O)Nc1ccc(Cl)cn1	4	6
COc1cc2cc(CN(CCO)C(=O)c3cccs3)c(=O)[nH]c2cc1OC	-5	0
O=C1CN=C(Nc2ccc(Cl)cc2)N1c1ccccc1	-4	1
O=C(c1ccc(S(=O)(=O)N2CCCCC2)cc1)c1nnc(-c2ccc(Cl)cc2)o1	-1	4
CCC(OC(=O)c1nsc(Cl)c1Cl)C(=O)NCc1cccs1 (configuration not stated)	4	4
CCCNC(=O)Cn1cnc2sc(C(=O)N3CCN(CCC)CC3)c(C)c2c1=O	-5	7
O=C1OC(c2ccc(Cl)cc2)/C(=C(/O)c2ccccc2)C1=O (configuration not stated)	6	4
COc1cc(OC)nc(NC(=O)CSc2nc3ccccc3o2)n1	-8	7
CSc1nc(NCc2ccco2)c2c3c(sc2n1)CN(C)CC3	-2	-1
Cc1ccccc1C(=O)N1CCC(C(N)=O)CC1	15	-9
Cc1nnc(SC(C)C(=O)Nc2ncc(Cl)cc2Cl)n1Cc1ccccc1 (configuration not stated)	6	5
CCOC(=O)C1CCN(Cc2cccc(OC)c2)CC1	11	6
CCN1CCN(C(=O)c2cnn3c(C(F)F)cc(-c4ccc(C)cc4)nc23)CC1	7	7
Cc1ccc(-c2csc(N3N=C(c4ccccc4)/C(=C\c4ccc(N(C)C)cc4)C3=O)n2)cc1	30	-8
CC(C)(C)n1cnc2cc(NS(=O)(=O)c3ccc(Br)cc3)ccc21	-3	5
Cc1[nH]n(-c2ccccc2)c(=O)c1S(=O)(=O)c1ccccc1	3	-20
COc1ccc(C2C(C(=O)NCC3CCCO3)CCC(=O)N2c2ccc3c(c2)OCO3)cc1 (configuration not stated)	-8	1
COC(=O)CSC1=C(C#N)C(=O)NC(c2ccccc2)S1 (configuration not stated)	-9	4
COCCN(C(=O)C(C)C)c1nnc(-c2cccc(C)c2)s1	-2	3
CCOC(=O)c1c(-c2ccc(C)o2)csc1NC(=O)CSc1ncn[nH]1	-9	3
O=C(/C=C/c1ccco1)NC(=S)Nc1ccc(Cl)cn1	2	11
COc1ccc(Br)cc1C(=O)NCc1cccnc1	-2	15
CCOC(=O)C(C)Oc1cccc2c(=O)n(CC(=O)Nc3ccc(OCC)cc3)ccc12 (configuration not stated)	3	9
O=C(CSc1nc(-c2ccccc2)cc(C(F)(F)F)n1)N1CCOCC1	2	12
Cc1ccc2c(c1)N(CC(=O)NC1CCC(C)CC1)C(=O)CO2 (configuration not stated)	0	-12
O=C(Nc1nc(=S)ss1)c1ccc(Cl)cc1Cl	-7	3
Cc1ccc(NC(=O)c2cccc(OCc3c(C)noc3C)c2)cc1	10	3
Cc1ccc(NC(=O)N2CCCC2C(=O)NCc2cccs2)cc1 (configuration not stated)	6	6
Cc1cc(NC(=O)CN2CCCC(C)C2)n(-c2nc3ccccc3s2)n1 (configuration not stated)	15	-18
COc1ccc(CC(=O)NC(C)c2nnc(SCC(=O)Nc3nc(C)cs3)n2C)cc1 (configuration not stated)	2	3
CC1CCN(S(=O)(=O)c2ccc3c(c2)C(=NO)c2cc(S(=O)(=O)N4CCC(C)CC4)ccc2-3)CC1	-18	-1
CCOC(=O)c1oc2ccccc2c1NC(=O)c1ccc(S(=O)(=O)N2CCCC2)cc1	1	4
CCS(=O)(=O)c1nnnn1-c1ccccc1S(C)(=O)=O	-1	4
CC(=O)Nc1ccc2c(c1)ncn2C1CCCCC1	-3	2
O=C(Nc1cccc(C(F)(F)F)c1)NC1CCCCC1	16	13
COc1ccc(-c2nnc(SCCC(=O)O)n2-c2ccccc2)cc1	3	3
COc1ccc(-c2noc(-c3ccccc3-c3ccccc3)n2)cc1OC	1	8
COC(=O)c1ccccc1NC(=O)CN(Cc1ccc(Cl)cc1)S(C)(=O)=O	-7	9

Screens from PubChem.

Only part of the results is shown; rates above refer to the full screens.
